Screens deposited in PubChem by National Center for Advancing Translational Sciences (NCATS).
VP16 counter: counter-screen for ROR gamma inhibitors: Gal4-VP16 reporter; AID 2546; Potency, µM (top dose mostly 53.6 µM), for the others: at the highest dose activity, negative = inhibition, usual class: inhibitors; Drosophila S2 Gal4-VP16 UAS-luciferase, luminescence, 20 h; hit rate 3.5% among 310,000;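 also: Gal4-VP16 expression switched on by copper sulfate through the metallothionein promoter; potency is read from the fitted curve at half-maximal effect; % is scaled to controls: 0 for no effect and ±100 for the full control effect; nearly all actives have a fitted effect of over 50% in size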
FLuc counter: inhibits or activates purified firefly luciferase, miR-21 counter-screen; AID 588342; purified FLuc, Km substrates, luminescence inhibition; hit rate 6.9% among 360,000; P08659; Potency, µM (titrated, usually from 57.5 µM), without a hit: top-dose activity change, negative = inhibition, usual class: inhibitors;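 also: potency is read from the fitted curve at half-maximal effect; plate controls were vehicle for no effect and reference inhibitor for full effect; nearly all actives have a fitted effect of over 55% in size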
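Purified P. pyralis luciferase (10nM final) with 10uM D-luciferin and 10uM ATP (Km levels) in 50mM Tris acetate pH 7.5, 10mM Mg acetate, 0.01% Tween-20, 0.05% BSA; qHTS 6-point titration, ~60 µM downward; luminescence read.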
Rab9 prom act: Rab9 promoter activation; Huh7 Rab9 promoter-luciferase reporter, luminescence, 24 h; Potency, µM (highest dose often 9.22 µM), for inactives: at the highest dose activation, negative = inhibition, usual class: activators; hit rate 2.8% among 320,000; also: potency is read from the fitted curve at half-maximal effect; % of control where 0% means no effect; nearly all actives have a fitted effect of over 60% in size
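Measured in stably transfected Huh7 cells bearing a Rab9 promoter–luciferase construct: 24 h compound treatment at 37 °C, followed by luminescence detection.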
TRPV1 agonist: agonists of human vanilloid receptor 1 (TRPV1). Q8NER1. TRPV1-expressing cells, Fluo-8 calcium influx, agonist mode. activation, % at 8.33 µM. hit rate 0.19% among 320,000. AID 540275; in the data active = activation above about 80%; inconclusive = between about 30% and that limit; also: 0% is about no effect
Target sequence (Q8NER1 whole entry, looked up): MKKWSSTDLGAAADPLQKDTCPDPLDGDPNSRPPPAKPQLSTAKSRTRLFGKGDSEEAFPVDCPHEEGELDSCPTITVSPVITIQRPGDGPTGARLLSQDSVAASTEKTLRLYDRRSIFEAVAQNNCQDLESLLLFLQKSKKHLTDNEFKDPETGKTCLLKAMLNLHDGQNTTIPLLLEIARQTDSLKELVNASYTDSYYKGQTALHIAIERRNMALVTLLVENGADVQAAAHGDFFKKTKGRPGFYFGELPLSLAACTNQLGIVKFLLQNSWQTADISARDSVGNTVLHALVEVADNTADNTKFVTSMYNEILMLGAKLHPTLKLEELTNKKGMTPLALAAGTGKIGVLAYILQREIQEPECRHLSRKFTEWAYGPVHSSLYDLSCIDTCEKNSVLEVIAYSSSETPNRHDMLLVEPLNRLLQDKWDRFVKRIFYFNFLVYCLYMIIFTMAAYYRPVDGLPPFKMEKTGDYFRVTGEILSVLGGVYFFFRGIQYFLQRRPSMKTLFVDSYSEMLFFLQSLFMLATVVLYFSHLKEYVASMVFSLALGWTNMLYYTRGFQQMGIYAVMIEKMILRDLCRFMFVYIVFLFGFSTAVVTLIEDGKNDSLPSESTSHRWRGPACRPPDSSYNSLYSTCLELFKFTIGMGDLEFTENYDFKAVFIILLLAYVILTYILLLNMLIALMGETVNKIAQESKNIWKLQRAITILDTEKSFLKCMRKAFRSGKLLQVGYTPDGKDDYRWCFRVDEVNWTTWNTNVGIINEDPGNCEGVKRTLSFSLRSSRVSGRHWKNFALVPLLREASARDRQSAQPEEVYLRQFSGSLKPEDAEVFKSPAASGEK
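Cells expressing TRPV1 were dye-loaded with Fluo-8 and read kinetically: 10 s baseline, 3 min after compound (agonist portion), then 2 min after EC20 capsaicin (allosteric enhancer portion). Calcium-bound dye fluorescence at 480/520 nm.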
BRCA1 expr up: increases BRCA1 expression; hit rate 1.1% among 380,000; MCF7-BRCA1-FFLuc reporter, luminescence, 48 h; response scale: scaled: vehicle 0%, 10 µM genistein 100%; Potency, µM (doses to about 46.1 µM), inactives show top-dose activation, hits mostly activators; also: potency is read from the fitted curve at half-maximal effect; nearly all actives have a fitted effect of over 80% in size; some results filed as inactive show a strong effect at the top dose
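MCF7-BRCA1-FFLuc cells, 2000/well in phenol-red-free MEM, attached 2 h then treated 48 h at 37 C. Luciferase luminescence read 15 min after reagent; normalized to genistein maximum activation (10microM) and DMSO, concentration-response fitted.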
RORg inh: ROR gamma (mouse) transcription inhibition | AID 2551 | Drosophila S2 Gal4-RORgamma UAS-luciferase reporter, 20 h | Potency, µM (highest dose often 53.6 µM), without a hit: at the top dose activity change, negative = inhibition, actives largely listed as inhibitors | hit rate 5.4% among 310,000 | P51450; also: potency is read from the fitted curve at half-maximal effect; % is scaled to controls: 0 for no effect and ±100 for the full control effect; nearly all actives have a fitted effect of over 60% in size
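Compounds are pin-transferred onto Drosophila Schneider cells expressing a copper-inducible Gal4–ROR gamma transactivation domain fusion. After 1 hr, copper sulfate is added to 700 uM final; luciferase is read 20 hr later.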
ELG1 genotox: inducers of genotoxicity in HEK293T ELG1-luciferase cells | HEK293T ELG1-luciferase reporter, luminescence, 16 h | hit rate 1.3% among 330,000 | Potency, µM (series often up to 46 µM), for the others: top-dose activity change, positive = activation, usual class: activators; also: potency is read from the fitted curve at half-maximal effect; % of control where 0% means no effect; nearly all actives have a fitted effect of over 60% in size
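Quantitative HTS format in 1536-well plates. HEK293T ELG1-luciferase reporter cells receive test compound and are incubated 16 hr at 37 °C, 5% CO2; ONE-Glo added, 30 min room temperature, then luminescence read.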
ELG1 DNA repair: inhibitors of ELG1-dependent DNA repair in HEK293T cells; HEK293T ELG1-luciferase reporter, luminescence, 16 h; DNA damage induced by 5-fluorouridine; Potency, µM (doses to about 46.1 µM), without a hit: at the top dose activity change, negative = inhibition, most hits filed as inhibitors; hit rate 2.3% among 330,000; AID 504467; also: potency is read from the fitted curve at half-maximal effect; % is scaled to controls: 0 for no effect and ±100 for the full control effect; nearly all actives have a fitted effect of over 55% in size
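5-Fluorouridine DNA damage + compound/DMSO, 2,000 cells/well, 16 h, 37 °C/5% CO2. ONE-Glo, 30 min RT, luminescence. Readout = decrease in reporter signal.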
NPC1 prom act: NPC1 promoter activation | Potency, µM (top dose mostly 9.22 µM), for the others: at the highest dose activation, usual class: activators | Huh7 NPC1 promoter luciferase reporter, 24 h | hit rate 2.4% among 320,000;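 also: potency is read from the fitted curve at half-maximal effect; % of control where 0% means no effect; nearly all actives have a fitted effect of over 60% in size; reporter is driven by a mutant NPC1 promoter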
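Luciferase expression driven by the NPC1 promoter was measured in stably transfected Huh7 cells after a 24 h compound incubation, using a luciferase reagent and a luminescence read.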
Tb PFK block: blocks T. brucei phosphofructokinase; T. brucei PFK, ADP-Glo luminescence; O15648; Potency, µM (titrated, usually from 57.5 µM), for the others: at the top dose activity, negative = inhibition, hits mostly inhibitors; hit rate 0.17% among 330,000;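 also: potency is read from the fitted curve at half-maximal effect; 0% = uninhibited 1x PFK enzyme wells and -100% = no-enzyme wells; nearly all actives have a fitted effect of over 60% in size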
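Compounds were pin-transferred as a titration series up to 57 uM into substrate buffer (0.5 mM F6P, 0.1 mM ATP, pH 8.0), then 1.25 nM PFK was added and reactions ran 45 min before ADP-Glo detection.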
p53 reactivation: restores transcriptional activity of mutant p53; H1299 p53-A138V BP100-luciferase reporter, luminescence, 24 h; hit rate 0.063% among 320,000; Potency, µM (titrated, usually from 92.2 µM), without a hit: top-dose activity change, positive = activation, hits mostly activators; AID 504706; also: potency is read from the fitted curve at half-maximal effect; % of control where 0% means no effect; nearly all actives have a fitted effect of over 45% in size
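H1299 (p53-null), stable ts p53-A138V + BP100-Luc; 1000 cells/well, Opti-MEM/10% FBS; cpd 4 pt, 1:5; 24 h, 37 deg C, 5% CO2; detection reagent 10 min RT; luminescence.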
Numbers without * were called inactive; ? = inconclusive; / = not tested or not shown; & = joins results of further samples; [ ] = remark or other dose. Unless noted, calls follow the shape of the dose curve; as a rule, active = well fitted curve in the direction sought with a large enough effect; inconclusive = small, poorly fitted or top-dose-only effect, or another doubt; inactive = no such curve, though single readings can be large; an effect the other way counts as inactive or inconclusive.

SMILES	VP16 counter	FLuc counter	Rab9 prom act	TRPV1 agonist	BRCA1 expr up	RORg inh	ELG1 genotox	ELG1 DNA repair	NPC1 prom act	Tb PFK block	p53 reactivation
O=C(NCCN1CCOCC1)c1ccc(Cl)nc1	-1%	1%	-1%	-2	-3%	-10%	1%	5%	1%	-5%	1%
CN1CCN(C(=O)COc2ccc(S(=O)(=O)N(C)Cc3ccccc3)cc2)CC1	-9%	-1%	13%	-1	-3%	?	-1%	-19%	10%	-7%	4%
Cc1cccc(C)c1OP(N)(=O)OCC(F)(F)F (stereo not given)	-4%	0%	-6%	-2	-7%	0%	2%	-6%	-1%	0%	2%
FC(F)(F)c1cccc(C2NCc3ccccc3-n3cccc32)c1 (stereo not given)	-9%	-2%	-9%	9	-8%	1%	-4%	-6%	2%	1%	16%
COCCNC(=O)c1c(NC(=O)c2ccco2)n(Cc2ccccc2)c2nc3ccccc3nc12	-1%	8%	-1%	4	-25%	-24%	-9%	?	-2%	3%	1%
CCCCCCn1c(O)c(C=NC2CCN(Cc3ccccc3)CC2)c(=O)[nH]c1=O	-3%	8%	-14%	-4	-5%	-4%	-8%	21µM*	-4%	-4%	-8%
COc1ccc(NC(=O)[C@@H](NC(=O)N2C[C@H]3C[C@@H](C2)c2cccc(=O)n2C3)C(C)C)cc1	-12%	-7%	-2%	0	20%	-3%	10%	24%	3%	1%	/
N[C@@H](Cn1oc(=O)[nH]c1=O)C(=O)O	-11%	/	-4%[46.1 µM]	/	8%	1%	/	/	2%[46.1 µM]	/	/
N#Cc1ccc2ccn(CC(=O)NCc3ccccc3)c2c1	-16%	-5%	2%	-1	-80%	?	?	?	4%	?	-15%
Cc1ccccc1CCNCc1cc2cccc(C)c2[nH]c1=O	10µM*	0%	-9%	4	9%	?	-2%	-14%	2%	1%	?
O=c1c2ccccc2nc(CSc2ncnc3nc[nH]c23)n1-c1ccccc1	-2%	3%	0%	-13	-71%	-1%	0%	-1%	-2%	2%	-7%
COC(=O)[C@@H](N)CCCN=C(N)N[N+](=O)[O-]	-5%&-6%&-7%&-1%	0%	-2%[46.1 µM]	-4	-3%	0%&3%&26%&13%	-1%	1%	2%[46.1 µM]	0%	-2%
COCCCNC(=O)c1c(N)n(Cc2ccco2)c2nc3ccccc3nc12	-16%	-10%	-6%	?	-29%	?	-6%	?	-1%	-5%	-2%
Cn1c(O)c(C=NCCN2CCNCC2)c(=O)[nH]c1=O	0%	1%	-3%	0	-13%	2%	0%	13%	-3%	-19%	2%
CCOP(=O)(C1=C(O)C(=O)C(C(C)(C)C)=CC1=O)c1ccccc1 (stereo not given)	18%	?	-3%	-6	-10%	-2%	6%	-19%	-5%	1%	4%
COc1ccc(NC(=O)c2cc([N+](=O)[O-])ccc2N2CCNCC2)cc1	-17%	0%	1%	0	-10%	6%	0%	8%	-10%	-7%	-3%
Cc1cccc(C)c1Oc1nc(-c2ccccc2)ncc1S(=O)(=O)c1ccccc1	-1%	6%	-9%	-3	-47%	?	?	17%	-3%	-11%	21%
O=C(O)c1cccc(NC(=O)N2C[C@H]3C[C@@H](C2)c2cccc(=O)n2C3)c1	-9%	0%	-4%	2	0%	-34%	6%	12%	-3%	-1%	26%
O=c1c2ccccc2nc(-c2ccccc2)n1-n1cccc1	0%	3%	3%	0	-26%	-26%	-7%	-5%	3%	0%	0%
COc1ccc(CCNCc2cccn2C)cc1OC	/	2%	-3%	-3	-17%	/	1%	-2%	-1%	-2%	/
O=c1[nH]c(O)c(/C=C2\C=NN=C2c2ccccc2)c(=O)[nH]1	4%	?	1%	-2	0%	-7%	1%	-1%	-1%	11%	-1%
c1ccc(Cc2nn3c(Cn4cnc5ccccc54)nnc3s2)cc1	?	-1%	-1%	-5	-48%	-12%	-10%	?	1%	-5%	-17%
COc1ccc(S(=O)(=O)N2CC3CC(C2)c2cccc(=O)n2C3)cc1 (stereo not given)	-1%	4%	-1%	1	-2%	-1%	3%	-2%	-2%	2%	1%
CCOc1cc2c(cc1OCC)-n1cccc1C(c1cccc([N+](=O)[O-])c1)NC2 (stereo not given)	-5%	0%	-7%	1	-7%	14%	-5%	-6%	-4%	1%	-2%
O=C(CSC1c2ccccc2-c2ccccc21)N/N=C/c1ccccc1C(=O)O	-3%	?	-6%	-1	1%	10%	-1%	-4%	1%	-1%	-1%
CCN(CC)C(=O)c1ccc(NC(=O)CN2CCc3cc(OC)c(OC)cc3C2)cc1	-3%	-2%	-10%	2	-1%	24%	-1%	-5%	-1%	0%	-3%
O=[As](O)(O)c1ccc(N=Nc2ccc(O)cc2)cc1	-9%	13µM*	-2%	-1	-15%	-21%	2%	2%	0%	5%	-4%
O=C(NN1C(=O)C2C3C=CC([C@H]4CC34)[C@@H]2C1=O)c1ccc(Br)cc1 (stereo not given in full)	-1%	-7%	2%	17	-1%	38%	-7%	?	5%	0%	-2%
Cc1ccc(N2C(=O)CC(=O)NC2=O)cc1	-14%	4%	/	2	-2%	3%	/	/	/	/	/
O=C(O)C1C2CCC(O2)C1C(=O)Nc1ccc(Cl)cc1 (stereo not given)	4%[10 µM]	2%	-8%	-1	28%	-12%	?	?	-7%	-2%	7%
O=C(C[N+]12CCN(CC1)CC2)NCCc1ccc(Cl)cc1Cl	-3%	1%	0%	-2	3%	3%	0%	-12%	-3%	4%	0%
CCOC(=O)c1ccc(NC(=O)N2CC3CC(C2)c2cccc(=O)n2C3)cc1 (stereo not given)	-7%	-2%	-6%	-3	28%	5%	26%	0%	-4%	2%	19%
O=C1CN=C(c2ccccc2)c2cc(Br)ccc2N1	0%	1%	-2%	-1	-9%	-3%	3%	-5%	-5%	2%	0%
Cn1cc(C(=O)NCc2ccccc2)c2ccccc21	-9%	-19%	2%	5	26%	-1%	-3%	11%	0%	0%	5%
Brc1ccc(-[n+]2c(-c3ccccc3)cc(-c3ccccc3)cc2-c2ccccc2)cc1	/	0%	-25%	-2	/	/	-7%	?	-25%	-5%	-12%
O=C(CCC(=O)N1CCOc2ccc(Cl)cc21)N1CCC2(CC1)OCCO2	-8%	-4%	2%	1	1%	-7%	3%	23%	5%	?	-3%
O=C1/C(=C\c2ccc([N+](=O)[O-])cc2)N2CCC1CC2	-14%	2%	2%	-3	30%	20%	0%	19%	-3%	1%	?
O=P(Oc1ccccc1)(Oc1ccccc1)c1ccccc1	-2%	0%	1%	?	-7%	2%	-4%	-9%	-6%	-7%	-4%
CCOc1cc(C=C2C(=O)NC(=O)NC2=O)ccc1OS(=O)(=O)c1ccccc1	-5%	-19%	-5%	-6	-22%	-14%	1%	3%	-3%	4%	5%
CC(=NCCc1ccccc1)c1c(O)n(C)c(=O)n(C)c1=O	4%	-1%	-10%	2	-43%	29%	-2%	9%	-2%	-1%	-5%

One compound at a time (already shown):
Entry for COc1ccc(NC(=O)c2cc([N+](=O)[O-])ccc2N2CCNCC2)cc1 → VP16 counter: -17%; FLuc counter: 0%; Rab9 prom act: 1%; TRPV1 agonist: 0; BRCA1 expr up: -10%; RORg inh: 6%; ELG1 genotox: 0%; ELG1 DNA repair: 8%; NPC1 prom act: -10%; Tb PFK block: -7%; p53 reactivation: -3%
Entry for Cn1cc(C(=O)NCc2ccccc2)c2ccccc21 → VP16 counter: -9%; FLuc counter: -19%; Rab9 prom act: 2%; TRPV1 agonist: 5; BRCA1 expr up: 26%; RORg inh: -1%; ELG1 genotox: -3%; ELG1 DNA repair: 11%; NPC1 prom act: 0%; Tb PFK block: 0%; p53 reactivation: 5%

(list continues)
SMILES	VP16 counter	FLuc counter	Rab9 prom act	TRPV1 agonist	BRCA1 expr up	RORg inh	ELG1 genotox	ELG1 DNA repair	NPC1 prom act	Tb PFK block	p53 reactivation
OCC[N+]12CCC(CC1)C(C(O)(c1ccccc1)c1ccccc1)C2 (stereo not given)	-6%	0%	1%	-2	4%	1%	0%	-3%	2%	0%	0%
O=C(CCCCCn1c(=S)[nH]c2ccccc2c1=O)N1CCC2(CC1)OCCO2	?	-7%	-3%	0	-28%	10µM*	-7%	?	-2%	2%	-17%
COCCN1C(=O)NC(=O)/C(=C\c2ccc(F)cc2)C1=O	-6%	-14%	-9%	-2	-19%	19%	0%	3%	0%	3%	3%
CC(=O)Nc1ccc(OC(=O)N2CCCCC2)cc1	13%	-4%	12%	2	-50%	-1%	15%	?	-1%	5%	-21%
CN1CC(C(=O)c2ccc(Cl)cc2)C(c2ccc(N(C)C)cc2)C1 (stereo not given)	-2%[10 µM]	4%	1%	5	-17%	-21%	-5%	8%	-4%	3%	-3%

These rows are one share of the data; the hit share may differ from the screen's.
